CHRM5 agonist: human M5 muscarinic receptor agonists, primary screen, CHO-K1 cells, Fluo-8 calcium fluorescence; Muscarinic acetylcholine receptor M5 (Homo sapiens), P08912; CHO-K1 hM5 cells; 0% DMSO wells, 100% maximal acetylcholine response; activation, % at 3 µM; hit rate 0.19% among 360,000;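 active = activation above the run's mean over test compounds plus 3 SD, cut at about 23% in these data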;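 note: signal is peak over basal fluorescence ratio across the kinetic read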
Target sequence (P08912 whole entry, looked up): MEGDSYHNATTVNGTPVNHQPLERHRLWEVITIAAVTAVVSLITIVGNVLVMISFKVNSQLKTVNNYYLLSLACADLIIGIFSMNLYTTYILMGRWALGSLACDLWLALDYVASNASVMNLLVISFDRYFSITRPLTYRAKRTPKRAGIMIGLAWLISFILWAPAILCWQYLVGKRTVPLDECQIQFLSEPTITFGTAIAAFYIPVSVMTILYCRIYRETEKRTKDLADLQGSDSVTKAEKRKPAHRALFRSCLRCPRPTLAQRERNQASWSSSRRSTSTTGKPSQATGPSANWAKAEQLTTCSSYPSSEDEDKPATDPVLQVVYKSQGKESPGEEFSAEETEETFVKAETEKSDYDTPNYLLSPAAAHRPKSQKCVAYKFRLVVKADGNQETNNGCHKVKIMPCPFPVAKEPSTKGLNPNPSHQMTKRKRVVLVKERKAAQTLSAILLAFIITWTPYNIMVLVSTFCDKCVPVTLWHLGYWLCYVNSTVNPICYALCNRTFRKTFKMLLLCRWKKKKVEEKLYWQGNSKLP
CHRM5 antagonist: human M5 muscarinic receptor antagonists, primary screen, CHO cells, Fluo-8 calcium fluorescence; Muscarinic acetylcholine receptor M5 (Homo sapiens), P08912; CHO-hM5 cells, ACh EC80; inhibition, % at 3 µM; hit rate 0.59% among 360,000; AID 624040, 2012;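 active = inhibition above a per-plate cutoff, the mean of that plate's test compounds plus 3 SD, cut at about 27% in these data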;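 note: 0% = acetylcholine EC80 with DMSO and 100% = DMSO without agonist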
CRFBP-R2 agonist: agonists of CRF-BP/CRF-R2 complex, primary screen, cell-based, HEK293, calcium dye fluorescence, uHTS; calcium dye fluorescence (FLIPR); percent of saturating CRF peptide response; activation, % at 13.2 µM; hit rate 0.46% among 350,000;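 active = activation of at least 50%, plus an integration ratio under a set limit after plate pattern correction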;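 note: plate controls were neutral control wells without compound for no effect and CRF at EC100 for full effect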
CRFR2-BP antag: antagonists of CRF-BP/CRF-R2 complex, primary screen, cell-based, HEK293, calcium dye fluorescence, uHTS. hit rate 0.59% among 350,000. inhibition, % at 11.8 µM. CRF-induced calcium fluorescence;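 active = inhibition of the ligand-induced calcium signal above about 50% at the single tested concentration, limit read from the data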
M4 PAM: human M4 muscarinic receptor positive allosteric modulators, primary screen, CHO-K1 cells, Fluo-8 calcium fluorescence. hit rate 0.4% among 360,000. Muscarinic acetylcholine receptor M4 (Homo sapiens), P08173. activation, % at 3 µM. CHO-K1 hM4/Gqi5, ACh EC20; 0% = ACh EC20, 100% = maximal ACh;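 active = activation above its plate's cutoff, the mean activation of sample wells plus 3 SD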; note: some results filed as inactive read as strong as hits
M5 PAM: human M5 muscarinic receptor positive allosteric modulators, primary screen, CHO-K1 cells, Fluo-8 calcium fluorescence; Muscarinic acetylcholine receptor M5 (Homo sapiens), P08912; CHO-K1 hM5, ACh EC20 PAM; 0% = ACh EC20, 100% = ACh EC100; activation, % at 3 µM; hit rate 0.3% among 360,000;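 active = activation above the run cutoff, the mean activation of all test compounds plus 3 SD, cut at about 18% in these data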
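Test system: CHO-K1 hM5 cells / Doses: single-point, 3 µM nominal / Times: Post-acetylcholine fluorescence recording 140 s / Technique: Fluo-8 calcium fluorescence / Measure: Max/basal fluorescence ratio as % of EC20–EC100 ACh window / Benchmarks: low control EC20 acetylcholine (0%), high control EC100 acetylcholine (100%) / Replicates: one well per compound, no replicates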
CHO-K1 Ca PAM: nonselective calcium activators in parental CHO-K1 cells, primary screen, counter-screen for M1 PAM project, cell-based, Fluo-8 calcium fluorescence, full deck, 1536-well | hit rate 0.02% among 360,000 | ATP EC20; 0% at ATP EC20, 100% at ATP max | activation, % at 3 µM;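 active = activation above the run cutoff, the mean activation of all test compounds plus 3 SD, cut at about 40% in these data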;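 note: peak over basal fluorescence ratio in a 140 s read after ATP addition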
TAAR1 agonist: human TAAR1 agonists, primary screen, Fluo-8 calcium fluorescence, CHO RD-HGA16 cells; Trace amine-associated receptor 1 (Homo sapiens), Q96RJ0; vehicle wells 0%, saturating PEA agonist 100%; activation, % at 3 µM; hit rate 0.99% among 360,000;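 active = activation above the mean activation of all test compounds in the run plus 3 SD, cut at about 38% in these data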
Target sequence (Q96RJ0 whole entry, looked up): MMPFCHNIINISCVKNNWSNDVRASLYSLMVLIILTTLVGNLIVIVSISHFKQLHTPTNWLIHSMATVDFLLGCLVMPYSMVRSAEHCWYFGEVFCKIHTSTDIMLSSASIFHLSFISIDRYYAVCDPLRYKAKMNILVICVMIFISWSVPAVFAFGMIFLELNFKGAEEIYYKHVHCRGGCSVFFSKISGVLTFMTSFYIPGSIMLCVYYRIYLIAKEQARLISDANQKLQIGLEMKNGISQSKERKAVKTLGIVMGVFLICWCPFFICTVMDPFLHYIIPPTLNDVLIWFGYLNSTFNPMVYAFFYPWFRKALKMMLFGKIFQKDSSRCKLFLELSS
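Signal – calcium-sensitive Fluo-8 signal, excitation 470-495, emission 515-575 nm · System – RD-HGA16 (CHO) cells co-expressing Gα16 and hTAAR1 · Incubation – 17-24 h seeding, 75 min 37 °C dye, 30 min RT · Compound dosing – 3 µM single concentration · Repeats – no replicates (n 1)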
TAAR1 antag: human TAAR1 antagonists, primary screen, Fluo-8 calcium fluorescence, CHO RD-HGA16 cells; Trace amine-associated receptor 1 (Homo sapiens), Q96RJ0; antagonist; inhibition, % at 3 µM; hit rate 1.5% among 360,000;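 active = inhibition above a per-plate cutoff, the mean inhibition of test compounds on that plate plus 3 SD, cut at about 49% in these data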;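 note: 0% = DMSO plus EC80 beta-PEA response and 100% = DMSO alone without agonist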
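Test system – hTAAR1-expressing CHO RD-HGA16 cells, Gα16-coupled · Reagent – β-PEA at EC80 concentration, post-compound challenge · Compound dosing – 3 µM, single point · Timing – 140 s kinetic read after compound, 140 s after agonist · Detection – Fluo-8 intracellular calcium dye fluorescence, real-time kinetic reads · Control set – DMSO and EC80 PEA controls · Repeats – n of 1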
An asterisk follows results filed as active; . = not tested or not shown.

SMILES | CHRM5 agonist | CHRM5 antagonist | CRFBP-R2 agonist | CRFR2-BP antag | M4 PAM | M5 PAM | CHO-K1 Ca PAM | TAAR1 agonist | TAAR1 antag
CC(C)n1c(-c2cccnc2)nc2cnccc21 | -8 | -4 | -0.5 | 3 | -2 | 5 | 19 | 10 | -8
Cc1nc(C)c(C(=O)C2=C(O)C(=O)N(CCN3CCOCC3)C2c2cccs2)s1 (stereo not drawn) | -6 | -11 | -1.7 | 26 | 5 | -5 | 6 | 8 | 2
O=C(C[n+]1ccccc1)c1ccc(-c2ccccc2)cc1 | -7 | 18 | -0.1 | -5 | 2 | -1 | -14 | 2 | -3
O=C(O)CCCCCNC(=O)c1ccccc1 | 0 | -1 | -0.2 | -13 | -2 | -3 | 2 | 6 | 4
c1ccc2c(Nc3ccc(N4CCOCC4)cc3)nc(N3CCOCC3)nc2c1 | -3 | 14 | -1.1 | -12 | -5 | -8 | -24 | 1 | 10
O=C(COC(=O)/C=C/c1ccc([N+](=O)[O-])cc1)NC1CCCCC1 | 2 | 6 | 1.2 | -3 | 19 | -14 | -3 | 7 | -20
COCCSc1nc(N)c(NC(=O)c2ccco2)c(=O)[nH]1 | -1 | 1 | 0.1 | -1 | 4 | 2 | 11 | 2 | -17
CCN(CC)CC#CCC(OC)(c1ccccc1)c1ccccc1 | -3 | -3 | -1.1 | 18 | 0 | 9 | -10 | 3 | 10
C=CCNc1ncnc2c1[nH]c1ccccc12 | 6 | 2 | -0.5 | -4 | -3 | -8 | -8 | 3 | -5
CC(=O)Nc1nc2c(C)cc(NC(=O)C3CCCCC3)cc2s1 | -3 | -3 | -0.9 | 19 | 0 | 0 | -4 | -1 | -9
CCn1c(=NC(=O)CN2C(=O)CCC2=O)sc2c(C)cc(C)cc21 | -2 | -5 | -0.5 | -2 | 6 | 2 | 30 | 0 | -13
CC1(c2ccc(Cl)cc2)NC(=O)N(CC(=O)c2ccc3c(c2)OCO3)C1=O (stereo not drawn) | 14 | 22 | 14 | -51 | 0 | -11 | 14 | 48* | 6
Cc1cc(NS(=O)(=O)c2ccc(NC(=O)C(C)N3C(=O)c4ccccc4C3=O)cc2)nc(C)n1 (stereo not drawn) | 0 | 3 | -0.7 | 2 | 4 | -3 | -5 | 9 | 6
CCCCS(=O)(=O)Nc1ccc(N2CCOCC2)c(S(=O)(=O)N2CCOCC2)c1 | -3 | -9 | -1.9 | 4 | 1 | -2 | -17 | 1 | -11
Cc1ccc2c(=O)cc(C(=O)NC3CCS(=O)(=O)C3)oc2c1 (stereo not drawn) | -1 | 12 | -1.3 | -2 | -2 | -1 | -3 | 1 | 0
COc1cccc(CNS(=O)(=O)c2cc(Br)ccc2Br)c1 | -1 | -6 | 0.3 | 2 | -6 | -2 | 12 | 9 | 20
COCCN1C(=O)N(c2ccc(OC)cc2)C(=O)C1CC(=O)Nc1cccc(F)c1 (stereo not drawn) | 6 | -5 | -0.5 | -6 | 5 | -4 | 7 | 1 | 5
CCc1c(C(=O)NCc2cnn(C)c2)csc1C | 0 | 1 | 0.3 | -12 | 3 | -7 | 0 | 8 | -2
O=C(c1cccc(S(=O)(=O)N2CCc3ccccc32)c1)N1CCN(c2ccccn2)CC1 | 2 | -6 | -0.8 | 4 | -9 | -11 | 7 | 10 | 38
CCN(CC)C(=O)[C@H]1C[C@H](CC(=O)NCCC2=CCCCC2)C(=O)N2CCc3c([nH]c4cc(CCC(=O)N(C)C)ccc34)[C@]12C | -2 | -2 | 0.8 | 3 | -6 | 2 | 9 | 9 | -24
Cc1oc2cc(O)ccc2c(=O)c1Oc1ccc(F)cc1 | -3 | 9 | -0.9 | 15 | -3 | 0 | -6 | -3 | 16
COc1ccccc1CNCC(=O)Nc1ccc(N(C)C)cc1 | -1 | 8 | -0.3 | 13 | -1 | -4 | 4 | 4 | -4
O=C1NC(c2cccc3ccccc23)Nc2ccc(Cl)cc21 (stereo not drawn) | 7 | 7 | -1.6 | -39 | -2 | -16 | 9 | 3 | -1
CC(c1ccc(F)cc1)n1c(Cn2ncc3ccccc3c2=O)n[nH]c1=S (stereo not drawn) | 0 | 8 | -0.5 | 6 | -2 | -5 | 18 | 3 | 18
Cc1ccc(NC(=O)c2nc[nH]c2C(=O)N2CCN(C(=O)OC(C)(C)C)CC2)cc1 | -4 | 16 | -2.9 | 15 | 1 | -6 | -10 | 9 | 11

Profiles, looked up by structure:
`COCCSc1nc(N)c(NC(=O)c2ccco2)c(=O)[nH]1` in the list: CHRM5 agonist = -1; CHRM5 antagonist = 1; CRFBP-R2 agonist = 0.1; CRFR2-BP antag = -1; M4 PAM = 4; M5 PAM = 2; CHO-K1 Ca PAM = 11; TAAR1 agonist = 2; TAAR1 antag = -17
`CCCCS(=O)(=O)Nc1ccc(N2CCOCC2)c(S(=O)(=O)N2CCOCC2)c1` in the list: CHRM5 agonist = -3; CHRM5 antagonist = -9; CRFBP-R2 agonist = -1.9; CRFR2-BP antag = 4; M4 PAM = 1; M5 PAM = -2; CHO-K1 Ca PAM = -17; TAAR1 agonist = 1; TAAR1 antag = -11

Further compounds follow.
SMILES | CHRM5 agonist | CHRM5 antagonist | CRFBP-R2 agonist | CRFR2-BP antag | M4 PAM | M5 PAM | CHO-K1 Ca PAM | TAAR1 agonist | TAAR1 antag
Cc1sc2nc(CN3CCCCC3)nc(Nc3ccc4c(c3)OCCO4)c2c1C | 1 | 1 | -0.4 | 1 | -3 | 6 | 15 | -1 | -18
Cc1ccc(N2Cc3ccccc3OC(C)C2=O)cc1 (stereo not drawn) | -2 | -7 | -0.7 | -3 | 3 | -1 | 11 | -2 | -15
COc1cc(OC)nc(NC(=O)CSc2nc3ccccc3[nH]2)n1 | -1 | 5 | -0.9 | 0 | 17 | -2 | 15 | 3 | -14
O=c1[nH]nc(N/N=C/c2ccccc2OC(F)F)c(=O)[nH]1 | -2 | 9 | 0.1 | -12 | -16 | -1 | 4 | 0 | 0
COc1ccc(/C=C2/NC(=O)N(CC(=O)Nc3cccc(C)c3)C2=O)cc1O | -2 | 4 | -2.0 | 7 | 4 | 6 | -8 | 10 | -4
C[C@H](NCCc1ccc(O)cc1)[C@H](O)c1ccc(O)cc1 | -2 | 3 | -0.6 | -1 | -9 | -6 | -4 | 2 | 0
O=C(NCc1ccncc1)c1cccc(S(=O)(=O)N2CCc3ccccc32)c1 | 9 | 10 | -0.7 | -1 | -4 | -10 | -16 | 4 | 8
COc1ccc2nc3ccccc3nc2c1 | -1 | 9 | 1.0 | 7 | 8 | -9 | -13 | 0 | -9
C=CCc1c(C)nc(SC)nc1Nc1ccc(C)cc1 | -1 | -5 | -3.7 | -37 | -6 | 1 | 10 | 8 | -10
CCCCn1c(N)c(N(CCOC)C(=O)c2cnc(C)cn2)c(=O)[nH]c1=O | -3 | 3 | -0.4 | 11 | 2 | 5 | 6 | 2 | -35
Oc1c(N=Nc2ccc(F)cc2)ccc2ccccc12 | 2 | -2 | 0.7 | 19 | -1 | 10 | 22 | 0 | -7
COc1cccc(-n2nc(C(=O)N3CCN(Cc4ccccc4)CC3)c3ccccc3c2=O)c1 | 2 | 9 | -4.5 | 3 | -11 | -15 | 6 | 15 | 47
O=C(c1ccc(COc2ccc(Cl)cc2)o1)N1N=C(C(F)F)CC1(O)C(F)F (stereo not drawn) | -6 | 14 | -5.5 | 21 | -13 | -19 | 20 | 3 | 4
COc1ccc2c(C)cc(SCC(=O)NCCN3C(=O)CSC3=O)nc2c1 | -1 | -3 | -1.4 | 22 | 1 | -2 | 19 | 1 | -26
COc1cc(/C=N/n2cnnc2)ccc1OCCSc1ccc(C)cc1 | -3 | 2 | -3.0 | 9 | -2 | -6 | 10 | 5 | 18
Cc1ccc(CNC(=O)c2nc3nc(C)cc(C)n3n2)cc1 | -2 | -5 | -0.4 | 6 | 11 | 7 | 18 | 1 | 4
CCn1cc(C(=O)O)c(=O)c2cc(F)c(N/N=C/c3ccccc3)cc21 | 0 | -10 | 1.2 | -4 | -5 | 5 | 25 | 56* | 70*
CC1(C)N=C(N)NC(=NCCCOc2ccc([N+](=O)[O-])cc2)N1 | -1 | -2 | . | . | 1 | 3 | 18 | . | .
COc1ccc(C2CC(c3ccc(F)cc3)n3nc(NC(=O)c4ccco4)nc3N2)cc1 (stereo not drawn) | 1 | 15 | 6.5 | -12 | -15 | -11 | 7 | 3 | -16
COc1ccc2nc3oc(C(=O)NCCCOC(C)C)cc3cc2c1 | -1 | -4 | -0.8 | 3 | 3 | 3 | 1 | 0 | -1
CC(NS(=O)(=O)c1ccc(NC(=O)N2CCCCC2)cc1)c1ccccc1 (stereo not drawn) | 1 | 14 | -0.4 | 4 | -2 | -4 | 4 | 5 | 0
Cc1ccc(C(=O)NCC(=O)N2CCCN(C)CC2)cc1C | -1 | 0 | 1.3 | 10 | 7 | -4 | 16 | 3 | -1
COc1ccc(Br)cc1CN(C)CC(=O)Nc1cccc(S(N)(=O)=O)c1 | 3 | 13 | 0.4 | 6 | -10 | -12 | 4 | 6 | 7
C=CCn1c(CSCc2ccc(Cl)cc2Cl)nnc1SCC(=O)Nc1ccc(C(=O)O)cc1 | 0 | 14 | 0.0 | 15 | 2 | 0 | 11 | 2 | -6
CC1(C)CC(NS(=O)(=O)c2ccc(F)cc2)CC(C)(C)N1 | 0 | 2 | 1.6 | -3 | 0 | 2 | 4 | 0 | -19
SMILES | CHRM5 agonist | CHRM5 antagonist | CRFBP-R2 agonist | CRFR2-BP antag | M4 PAM | M5 PAM | CHO-K1 Ca PAM | TAAR1 agonist | TAAR1 antag
Cc1ccc2[nH]c(=O)c(CN(CCCN(C)C)C(=O)Nc3ccc(F)cc3)cc2c1 | 2 | 9 | 5.3 | -7 | -1 | 4 | 6 | 1 | -21
COC(=O)c1ccc(CSc2nnc(NC(C)C)s2)cc1 | 2 | 4 | -0.3 | -26 | -1 | -10 | -2 | 9 | -1
CCOc1ccc(NC(=O)NCCCn2c(C)nc3cc(C)c(C)cc32)cc1 | -4 | 5 | -3.1 | 5 | -15 | -6 | 4 | 4 | 7
Cc1nnnn1/C(=C\c1ccccc1)C(=O)OCC(=O)NC(C)(C)C | 0 | -8 | 0.7 | -4 | -2 | -5 | 15 | 1 | -22
Cc1ccc(-c2cc(C(=O)Nc3sc4c(c3C(=O)NCc3ccco3)CCC4)[nH]n2)c(O)c1 | -2 | 5 | 1.2 | 2 | 2 | -1 | 12 | 0 | -21
COc1ccc(C2(CNC(C)=O)CCOCC2)cc1OC | 2 | -4 | 2.4 | 1 | 1 | -1 | 14 | 1 | -11

Bioassay records: PubChem, several laboratories
